# CXCR6 inh: CXCR6 receptor inhibitors, primary screen, cell-based, beta-arrestin, luminescence, CHO-K1 PathHunter, 1536-well; AID 602244, 2012; inhibition, % at 20 µM; C-X-C chemokine receptor type 6 (Homo sapiens), O00574; hit rate 0.36% among 360,000; in the data active means inhibition above about 34%, passing the limit was not always enough;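 further: antagonist mode with CXCL16 agonist at 10 nM final; 0% = 10 nM CXCL16 with DMSO and 100% = unstimulated wells without agonist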
# Target sequence (O00574 whole entry, looked up): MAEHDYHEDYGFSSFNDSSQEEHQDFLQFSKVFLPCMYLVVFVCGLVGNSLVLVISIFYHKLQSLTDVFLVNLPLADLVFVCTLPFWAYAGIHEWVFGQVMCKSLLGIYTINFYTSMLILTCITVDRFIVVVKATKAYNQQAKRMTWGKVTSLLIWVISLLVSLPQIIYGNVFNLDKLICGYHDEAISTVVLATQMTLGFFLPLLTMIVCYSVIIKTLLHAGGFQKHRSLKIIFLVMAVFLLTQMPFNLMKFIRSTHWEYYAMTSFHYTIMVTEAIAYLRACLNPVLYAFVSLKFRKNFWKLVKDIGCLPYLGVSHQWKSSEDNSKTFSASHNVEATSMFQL
# UBC13 inh: UBC13 polyubiquitin chain formation inhibitors, primary screen, biochemical, TR-FRET, uHTS. Ubiquitin-conjugating enzyme E2 N (Homo sapiens), P61088. inhibition, % at 20 µM. hit rate 0.47% among 330,000; in the data active means inhibition above about 45%, passing the limit was not always enough
# Target sequence (P61088 whole entry, looked up): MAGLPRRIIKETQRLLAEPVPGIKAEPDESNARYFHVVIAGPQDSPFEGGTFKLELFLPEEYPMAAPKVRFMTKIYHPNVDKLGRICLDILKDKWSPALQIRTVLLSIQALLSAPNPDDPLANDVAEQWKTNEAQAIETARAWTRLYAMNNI
# EBI2 antag: EBI2 receptor antagonists, beta-arrestin recruitment, primary screen, cell-based, luminescence, 7a,25-OHC stimulation, uHTS; inhibition, % at 5 µM; hit rate 0.81% among 360,000; 7a,25-OHC stimulated; AID 651636, 2012; in the data active means inhibition above about 38%;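 further: enzyme fragment complementation signal reports receptor beta-arrestin coupling in cells; 0% = agonist plus DMSO wells and 100% = wells without agonist; some results beyond the cut were filed as inactive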
# APJ antag: antagonists of human apelin receptor APJ, primary screen, CHO-K1 cells, beta-arrestin complementation, luminescence | P35414 | AID 2521, 2010 | hit rate 0.32% among 330,000 | inhibition, % at 20 µM;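 active means inhibition above about 40% at 20 µM, limit read from the data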;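 further: cells challenged with 10 nM apelin-13 agonist together with compound; plate controls were apelin-13 plus DMSO wells for no effect and DMSO wells lacking apelin-13 for full effect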
# 697 NFkB inh: inhibitors of PMA/ionomycin-induced NF-kB reporter, 697 cells, primary screen, B-cell NF-kB inhibitor project, cell-based, luminescence, uHTS; 697 B-cell NF-kB luciferase reporter, 16 h; inhibition, % at 4 µM; hit rate 0.33% among 330,000; in the data active means inhibition above about 35%
# Gli-Sufu antag: Gli-Sufu pathway antagonists, primary screen, luciferase luminescence, Sufu-KO-LIGHT cells, uHTS; inhibition, % at 5 µM; Sufu-KO-LIGHT fibroblasts, Gli luciferase reporter luminescence; hit rate 0.74% among 340,000; AID 588413, 2011;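 active means inhibition above about 55%, limit read from the data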;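 further: 0% = DMSO-treated cells and 100% = wells with medium but no cells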
# Jurkat NFkB inh: inhibitors of induced NF-kB luciferase reporter, primary screen, TCR NF-kB activation inhibitor project, cell-based, luminescence, uHTS. AID 435003, 2010. Jurkat, PMA/ionomycin-induced NF-kB luciferase reporter. inhibition, % at 4 µM. hit rate 0.53% among 330,000; in the data active means inhibition above about 50%
# CCR6 antag: CCR6 receptor antagonists, primary screen, cell-based, CHO-K1, luminescence, beta-arrestin, uHTS; C-C chemokine receptor type 6 (Homo sapiens), P51684; CHO-K1 CCR6 PathHunter beta-arrestin, CCL20-stimulated; inhibition, % at 20 µM; hit rate 0.49% among 340,000;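 active means compounds whose inhibition of the agonist-driven luminescence signal at 20 µM reaches about 50%, limit read from the data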;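 further: cells stimulated with CCL20 at 14 nM final; plate controls were DMSO with CCL20 for no effect and DMSO without agonist for full effect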
# Target sequence (P51684 whole entry, looked up): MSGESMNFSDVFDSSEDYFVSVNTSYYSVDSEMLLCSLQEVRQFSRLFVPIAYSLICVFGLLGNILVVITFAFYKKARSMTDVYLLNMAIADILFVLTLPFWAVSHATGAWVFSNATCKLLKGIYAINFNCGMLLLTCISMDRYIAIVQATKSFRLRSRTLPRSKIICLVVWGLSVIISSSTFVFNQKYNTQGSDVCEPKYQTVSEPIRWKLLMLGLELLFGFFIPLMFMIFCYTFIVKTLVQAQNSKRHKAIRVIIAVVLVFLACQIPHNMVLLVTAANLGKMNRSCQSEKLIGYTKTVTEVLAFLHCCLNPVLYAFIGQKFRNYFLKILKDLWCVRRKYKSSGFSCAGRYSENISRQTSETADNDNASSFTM
# Numbers without * were called inactive; . = no result given.
SMILES,CXCR6 inh,UBC13 inh,EBI2 antag,APJ antag,697 NFkB inh,Gli-Sufu antag,Jurkat NFkB inh,CCR6 antag
Cc1noc(C)c1COc1ccc(C(=O)Nc2ccccn2)cc1,-6,3,-2,-2,11,-16,-15,3
O=C1CCc2cc(S(=O)(=O)N3CCCCC3)cc3c2N1CC3,4,-6,6,-8,-13,-14,-9,1
COc1ccc(-c2csc(NC(C)c3nc4cc(Cl)c(N5CCCCC5)cc4n3CCCO)n2)cc1 (stereo not drawn),14,-11,-14,-56,-30,12,13,8
CCN(CC)C(=O)c1ccccc1NS(=O)(=O)c1ccc(C)cc1,-5,-8,1,14,-28,-2,-6,-7
Cc1nnc(SCCn2c(N(C)Cc3ccccc3)nc3c2c(=O)[nH]c(=O)n3C)s1,2,6,-2,7,5,0,7,4
O=S(=O)(NC(=S)NC1CCCCC1)c1ccccc1,17,-9,1,5,3,26,0,17
O=C(Nc1ccc(C(=O)O)cc1)/C(=C/c1ccc2c(c1)OCO2)NC(=O)c1cccc(Br)c1,1,-8,2,5,29,-5,4,14
O=C(CCc1nnc2n(Cc3ccccc3)c(=O)c3ccccc3n12)NCCCN1CCCCC1,11,10,0,8,4,-7,-15,21
COC(=O)c1ccccc1NC(=O)C1CC(=O)N(c2ccc(OC)cc2)C1 (stereo not drawn),4,-10,10,2,2,17,0,4
N#CSCC(=O)c1cccc2ccccc12,7,.,16,.,.,-2,.,41
CCCC(C)NC(=S)NC(=O)c1cc(S(=O)(=O)N2CCOCC2)ccc1C (stereo not drawn),-5,9,-4,-4,8,22,23,14
c1ccc(-c2nnc3sc(CN4CCC5(CC4)OCCO5)cn23)cc1,8,-2,6,13,-4,-5,7,-7
Cc1cc(C)cc(-n2nc(C)cc2N)c1,-1,-9,-7,10,-9,-7,23,-4
CCOC(=O)CC1C(=O)NCCN1C1CCCC1 (stereo not drawn),-3,-7,-10,11,8,0,10,0
COC(=O)c1c(SCC(=O)Nc2ccc(C)cc2)nc(=O)[nH]c1C,-3,5,-7,7,-39,2,-13,8
CCOC(=O)C1=C(C)NC(=O)NC1c1ccc(N(C)C)cc1 (stereo not drawn),2,2,3,-2,10,2,10,7
COc1ccc(S(=O)(=O)Nc2ccc(O)c(Sc3ncn[nH]3)c2)cc1,-8,5,-3,-9,14,3,-10,-7
CC(C)CCn1c(C(C)O)nc2ccccc21 (stereo not drawn),-1,-5,-1,-21,3,13,-19,13
O=C(N/C(=C\c1ccc(-c2ccccc2)o1)C(=O)N1CCOCC1)c1ccccc1,0,2,-12,19,-5,2,7,-2
O=C(NCc1cccnc1)c1ccc([N+](=O)[O-])o1,-24,-12,-15,-16,1,-5,-7,-7
C=CC[n+]1c(-c2ccc(C)cc2)csc1Nc1ccc(NC(C)=O)cc1,-3,.,-3,.,.,44,.,-9
CCC(C)NC(=O)C1CCN(S(=O)(=O)c2cc([N+](=O)[O-])ccc2Cl)CC1 (stereo not drawn),-9,0,0,-75,31,0,-8,-7
CCOc1ccc(NC(=O)c2ccccc2CO)cc1,-11,-2,-6,-4,-63,-33,-37,9
COc1ccccc1N1C(=O)C2C3C=CC(CC3)C2C1=O (stereo not drawn),-8,-9,-13,0,-42,3,-29,-1

# Three structures out of the list, ordered by molar mass, rising:
SMILES,CXCR6 inh,UBC13 inh,EBI2 antag,APJ antag,697 NFkB inh,Gli-Sufu antag,Jurkat NFkB inh,CCR6 antag
CC(C)CCn1c(C(C)O)nc2ccccc21 (stereo not drawn),-1,-5,-1,-21,3,13,-19,13
O=C(NCc1cccnc1)c1ccc([N+](=O)[O-])o1,-24,-12,-15,-16,1,-5,-7,-7
CCC(C)NC(=O)C1CCN(S(=O)(=O)c2cc([N+](=O)[O-])ccc2Cl)CC1 (stereo not drawn),-9,0,0,-75,31,0,-8,-7

# The list goes on:
SMILES,CXCR6 inh,UBC13 inh,EBI2 antag,APJ antag,697 NFkB inh,Gli-Sufu antag,Jurkat NFkB inh,CCR6 antag
CC1CCc2c(sc(NC(=O)CSc3ncn[nH]3)c2C#N)C1 (stereo not drawn),-2,-8,2,-24,58*,33,61*,18
O=C(Nc1ccc(Cl)cc1)c1cc(S(=O)(=O)Nc2ccccn2)ccc1Cl,2,0,3,30,12,-7,12,23
CC(C)C1CC(C(=O)Nc2ccccc2)C(=O)O1 (stereo not drawn),-7,-4,-13,-14,-6,1,-5,2
CCOC(=O)c1cc(S(=O)(=O)NCCc2ccc(OC)c(OC)c2)cn1C,4,7,3,15,4,-4,3,5
Cc1ccc(NC(=O)OC(C)CNC(=O)Oc2cccc(C)c2)cc1 (stereo not drawn),8,2,-1,0,-25,-17,-32,5
COc1ccc(Br)cc1S(=O)(=O)N1CCCc2ccccc21,0,6,8,-5,16,-2,4,9
COc1cccc(NC(=S)NC(=O)Cc2ccc(Cl)cc2)c1,-8,2,2,-10,2,-6,2,4
O=C(CN1C(=O)NC2(CCCCC2)C1=O)Nc1ccc(S(=O)(=O)N2CCOCC2)cc1,-3,5,0,11,18,-9,3,-15
O=C1CC(N2CCCc3ccccc32)C(=O)N1c1ccccc1Cl (stereo not drawn),2,6,-7,4,27,12,4,-14
Cc1ccccc1OCC(=O)N/N=C1\CC(=O)CC(C)(C)C1,-5,2,16,10,3,-4,8,2
O=C1c2ccccc2NC2(CCCC2)N1O,3,13,-5,22,-2,5,1,-11
NCCSc1c(-c2ccc(Cl)cc2)[nH]c2ccccc12,0,3,-13,-8,-14,-9,-5,1
COc1cccc(NC(=O)/C=C/c2ccccc2[N+](=O)[O-])c1,-4,10,-3,5,-44,-82,-99,7
CSc1ncc(C(=O)O)c(C)n1,-6,-2,0,-5,19,-15,11,-4
C/C(CC(=O)Nc1ccc(Cl)c(Cl)c1)=N\NC(=O)Cc1ccccc1,2,1,8,-5,-16,0,0,11
Cc1ccc(C(C)NC(=O)c2cc3cc(Br)ccc3oc2=N)cc1 (stereo not drawn),-9,-7,4,-29,-23,3,-4,1
CN1CCN(C(=O)C2CCN(S(=O)(=O)c3ccc(F)cc3)CC2)CC1,-7,10,2,16,-10,18,3,-4
CCOC(=O)Oc1ccc2oc(C)c(C(=O)OCCOC)c2c1,-1,10,-6,-4,11,-2,-6,13
COc1ccc(NC(=O)CC2C(=O)N(C)C(=S)N2CCc2ccccc2)cc1 (stereo not drawn),-2,12,6,6,29,7,13,10
O=C(Nc1ccc(F)cc1Cl)c1ccc2c(=O)n3c(nc2c1)CCC3,-3,-6,-2,11,-64,-67,-96,12
O=c1[nH]c(/C=C\c2cccc(C(F)(F)F)c2)nc(O)c1[N+](=O)[O-],7,-4,-10,23,-2,30,-4,14
O=C(COc1ccc2ccccc2c1)NNC(=O)C(=O)Nc1ccccc1,-7,-9,-2,-12,-6,-40,-5,1
O=C(NCCc1ccccc1)c1nc2c(nnn2Cc2ccccc2Cl)c(=O)[nH]1,3,-15,5,-16,-31,2,-3,-11
COc1cc(C(=S)N2CCOCC2)cc(OC)c1OS(=O)(=O)c1ccc(C)cc1,-4,-6,-5,-15,-11,-1,-13,-4
O=C(CSc1oc(-c2ccccc2)nc1S(=O)(=O)c1ccc(F)cc1)NCC1CCCO1 (stereo not drawn),10,-2,-7,0,-1,-8,0,6
Cc1n[nH]c(C)c1S(=O)(=O)N1CCCCCC1,5,-4,5,6,16,-14,0,14
Cc1cccc(/C=N/NC(=O)c2cc(-c3cccnc3)nc3c2c(C)nn3-c2ccccc2)c1,8,-3,43*,-3,2,11,-12,5
Cc1cc(C)cc(NC(=O)N2CCC(NC(=O)c3ccccc3C)CC2)c1,2,3,-4,-16,-20,0,12,-3
CNC(=S)N/N=C/c1cc(Br)c(OCc2ccncc2)c(OC)c1,-10,-4,-3,0,11,-4,3,-2
Cc1c(NC(=O)C(C)OC(=O)CC2CC3CCC2C3)c(=O)n(-c2ccccc2)n1C (stereo not drawn),1,0,0,-7,11,-6,-1,-8
O=C(CCn1cnc2ccccc2c1=O)Nc1ccc(S(=O)(=O)N2CCCCC2)cc1,3,20,-1,-2,-23,3,-9,18
Cc1sc(NC(=O)CCCC(=O)O)c(C(N)=O)c1-c1ccccc1,0,3,-2,1,33,3,7,-10
CC1(C)Cc2c(c(=S)nc(-c3ccccc3)n2CCO)CO1,3,0,0,3,9,0,0,6
CN1CCN(C2=CC(=O)OC23CCCCC3)CC1,-7,-4,-12,1,14,4,4,-3
O=C(NCCCN1CCN(c2ccccc2F)CC1)C1CCC(=O)N1C1CCCC1 (stereo not drawn),0,3,-2,16,7,9,-9,8
CC=Cc1cc(OC)c2c(c1)C(C)C(c1ccc(O)c(OC)c1)O2 (stereo not drawn),-8,.,0,.,.,0,.,0
CCOC(=O)c1cc(-c2ccccc2)nc2nc(N3CCCCC3)sc12,12,20,-19,5,7,-6,13,14
CCCc1cc2c(-c3ccccc3)cc(=O)oc2cc1OCc1ccc(C(=O)O)o1,7,-2,-5,11,25,-3,-4,11
O=C1CCC[C@@H]2C[C@@]3(C[C@@H]4CCN1[C@H]24)Nc1cc(Cl)ccc1NC3=NCc1ccccc1,-4,.,0,.,.,6,.,-2
COc1ccc(S(=O)(=O)N2CCCCC2)cc1NC(=O)c1cccnc1SC,2,8,-2,10,10,-3,3,8
CC(=O)c1sc(NC(=O)COc2ccccc2)nc1C,6,-18,-3,7,-39,-27,-6,4

# Of the compounds above, these have an aryl thioether with sulfur outside any ring:
SMILES,CXCR6 inh,UBC13 inh,EBI2 antag,APJ antag,697 NFkB inh,Gli-Sufu antag,Jurkat NFkB inh,CCR6 antag
Cc1nnc(SCCn2c(N(C)Cc3ccccc3)nc3c2c(=O)[nH]c(=O)n3C)s1,2,6,-2,7,5,0,7,4
COC(=O)c1c(SCC(=O)Nc2ccc(C)cc2)nc(=O)[nH]c1C,-3,5,-7,7,-39,2,-13,8
COc1ccc(S(=O)(=O)Nc2ccc(O)c(Sc3ncn[nH]3)c2)cc1,-8,5,-3,-9,14,3,-10,-7
CC1CCc2c(sc(NC(=O)CSc3ncn[nH]3)c2C#N)C1 (stereo not drawn),-2,-8,2,-24,58*,33,61*,18
NCCSc1c(-c2ccc(Cl)cc2)[nH]c2ccccc12,0,3,-13,-8,-14,-9,-5,1
CSc1ncc(C(=O)O)c(C)n1,-6,-2,0,-5,19,-15,11,-4
O=C(CSc1oc(-c2ccccc2)nc1S(=O)(=O)c1ccc(F)cc1)NCC1CCCO1 (stereo not drawn),10,-2,-7,0,-1,-8,0,6
COc1ccc(S(=O)(=O)N2CCCCC2)cc1NC(=O)c1cccnc1SC,2,8,-2,10,10,-3,3,8

# From PubChem
